# High-throughput results deposited in PubChem BioAssay by Sanford-Burnham Center for Chemical Genomics.
# UBC13 polyUb = inhibitors of human UBC13 polyubiquitin chain formation | TR-FRET | inhibition, % at 20 µM | actives 0.47% (n = 330,000) | AID 485273; in the data active = inhibition above about 45%, passing the limit was not always enough
# Gli-Sufu antag = blocks Gli-Sufu signaling in a luciferase reporter. Sufu-KO-LIGHT fibroblasts, Gli luciferase reporter luminescence. actives 0.74% (n = 340,000). inhibition, % at 5 µM. AID 588413;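 active = inhibition above about 55%, limit read from the data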;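 note: 0% = DMSO-treated cells and 100% = wells with medium but no cells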
# Apaf1 inhib = blocks human Apaf-1 apoptosome activity; inhibition, % at 20 µM; actives 0.71% (n = 330,000); reconstituted apoptosome caspase-3 activity, DEVD-Rh110 fluorescence; O14727; active = inhibition of at least 40% at 20 µM;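 note: plate controls were DMSO wells for no effect and DEVD-CHO caspase inhibitor wells for full effect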
#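 Material: reconstituted apoptosome with Apaf-1, cytochrome c, caspase-9, procaspase-3, dATP; medium: pH 7.5 Hepes buffer with CHAPS, BSA, DTT; also added: cytochrome c and DEVD-Rh110 substrate; timing: 30 min plus 50 min, RT; signal: Rh110 fluorescence intensity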
# CCR6 antagonist = CCR6 (human) receptor antagonism | CHO-K1 CCR6 PathHunter beta-arrestin, luminescence, CCL20-stimulated | actives 0.49% (n = 340,000) | P51684 | inhibition, % at 20 µM;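 active = compounds whose inhibition of the agonist-driven luminescence signal at 20 µM reaches about 50%, limit read from the data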;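 note: cells stimulated with CCL20 at 14 nM final; plate controls were DMSO with CCL20 for no effect and DMSO without agonist for full effect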
# Target sequence (P51684 whole entry, looked up): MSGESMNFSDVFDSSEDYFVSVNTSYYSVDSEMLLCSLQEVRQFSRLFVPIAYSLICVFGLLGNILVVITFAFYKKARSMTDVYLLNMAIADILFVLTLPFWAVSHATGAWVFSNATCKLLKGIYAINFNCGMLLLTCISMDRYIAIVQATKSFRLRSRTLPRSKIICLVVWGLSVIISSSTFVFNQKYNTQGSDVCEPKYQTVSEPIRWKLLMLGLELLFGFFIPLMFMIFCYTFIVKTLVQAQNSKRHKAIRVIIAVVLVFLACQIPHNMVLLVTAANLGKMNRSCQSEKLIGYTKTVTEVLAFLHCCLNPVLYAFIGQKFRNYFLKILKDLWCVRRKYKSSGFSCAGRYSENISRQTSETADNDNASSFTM
# SENP8 inh = inhibitors of human SENP8 protease. Q96LD8. purified SENP8, Z-RLRGG-aminoluciferin cleavage, luminescence. inhibition, % at 10 µM. actives 1.2% (n = 330,000). AID 2540
# Target sequence (Q96LD8 whole entry, looked up): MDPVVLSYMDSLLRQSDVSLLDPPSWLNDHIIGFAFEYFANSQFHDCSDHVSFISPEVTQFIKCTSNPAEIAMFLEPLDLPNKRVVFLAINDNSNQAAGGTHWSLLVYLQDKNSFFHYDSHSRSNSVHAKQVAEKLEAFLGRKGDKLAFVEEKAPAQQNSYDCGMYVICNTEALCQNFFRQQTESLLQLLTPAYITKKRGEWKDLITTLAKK
# 697 NFkB inh = inhibitors of the PMA/ionomycin-induced NF-kB reporter in 697 B cells | actives 0.33% (n = 330,000) | 697 B-cell NF-kB luciferase reporter, 16 h | AID 435022 | inhibition, % at 4 µM; in the data active = inhibition above about 35%
# Jurkat NFkB inh = lowers PMA/ionomycin-induced NF-kB signal in Jurkat cells; PMA/ionomycin-induced NF-kB luciferase reporter, luminescence; inhibition, % at 4 µM; actives 0.53% (n = 330,000); AID 435003
# EBI2 antag = EBI2 (human) antagonism | P32249 | EBI2 beta-arrestin recruitment, luminescence, 7a,25-OHC stimulated | inhibition, % at 5 µM | actives 0.81% (n = 360,000) | AID 651636; in the data active = inhibition above about 38%;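 note: enzyme fragment complementation signal reports receptor beta-arrestin coupling in cells; 0% = agonist plus DMSO wells and 100% = wells without agonist; some results beyond the cut were filed as inactive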
# Target sequence (P32249 whole entry, looked up, the tested form may be a part): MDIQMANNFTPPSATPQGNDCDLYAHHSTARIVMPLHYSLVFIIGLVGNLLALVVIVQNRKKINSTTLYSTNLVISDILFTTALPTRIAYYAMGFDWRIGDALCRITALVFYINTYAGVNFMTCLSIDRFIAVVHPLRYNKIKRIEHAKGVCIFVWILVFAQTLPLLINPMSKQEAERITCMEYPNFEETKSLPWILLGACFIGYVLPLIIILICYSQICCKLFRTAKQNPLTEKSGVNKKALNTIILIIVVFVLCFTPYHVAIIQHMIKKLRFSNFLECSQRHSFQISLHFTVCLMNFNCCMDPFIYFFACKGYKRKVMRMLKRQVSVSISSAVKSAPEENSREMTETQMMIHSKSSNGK
# Numbers without * were called inactive; nt = no result given. Cut-off read from the data, not from the text of the source, unless noted: active = inhibition above about 50%; inactive = the rest.
# Each structure is followed by: UBC13 polyUb, Gli-Sufu antag, Apaf1 inhib, CCR6 antagonist, SENP8 inh, 697 NFkB inh, Jurkat NFkB inh, EBI2 antag
[1] CCc1cccc(NC(=O)Cn2c3[n+](c4ccc(C(F)(F)F)cc42)CCCCC3)c1
    9.6, -4.6, 1.0, 19.7, -6.4, 11.0, 4.9, -2.1
[2] Cc1cc(=O)[nH]c(SCc2ccccc2)n1
    -7.8, -0.5, -7.8, 14.1, -6.8, -13.3, -27.4, 7.0
[3] Cc1cc(C)c2c(=O)[nH]c(SCC(=O)N3CCOCC3)nc2n1
    -2.3, -4.5, -3.1, -2.5, -0.1, -0.6, 4.7, -2.2
[4] COc1ccccc1C(CNC(=O)c1ccc(NS(=O)(=O)c2ccc(F)c(C)c2)cc1)N(C)C (stereo not drawn)
    -8.2, 37.0, 10.7, 4.3, 5.9, 7.4, -7.9, 1.4
[5] COc1ccc(CCNC(=O)c2cc(-c3ccc(C)cc3O)n[nH]2)cc1OC
    5.7, -21.1, 8.1, 8.9, -12.7, 10.8, 31.4, 20.1
[6] COc1cccc(CN2C(=O)C(C)N(C(=O)c3c(F)cccc3F)c3ccccc32)c1 (stereo not drawn)
    11.0, 8.4, 19.8, 7.1, -2.1, -20.8, -7.8, -14.6
[7] Cc1ccccc1N(C(=O)c1ccco1)C(C(=O)NC1CCCC1)c1cccnc1 (stereo not drawn)
    -1.1, 1.5, 1.3, 18.9, -1.8, -1.2, 9.6, -1.0
[8] Cc1cccc2c1-c1sc(C(=O)NCCCN3CCc4ccccc4C3)cc1CO2
    41.4, 1.0, 14.0, 16.6, -1.1, -2.7, 0.8, -1.1
[9] Cc1ccc(-n2c(-c3ccccc3)cc(=O)nc2C)cc1
    0.4, 39.2, -22.2, 2.8, -4.8, 13.5, -10.3, -12.7
[10] Cc1ccc(C)c(OCCC(=O)OCC(=O)c2ccc3c(c2)NC(=O)CO3)c1
    -6.9, -7.2, 0.8, 11.2, -8.2, 27.3, 5.1, 1.6
[11] c1csc(CNc2ncnc3nc[nH]c23)c1
    7.0, 1.8, -1.6, 2.9, 5.7, 9.2, -2.6, 4.8
[12] O=C(CN(c1cc(Cl)ccc1Cl)S(=O)(=O)c1ccccc1)N1CCOCC1
    1.8, 0.6, 2.7, 14.8, 2.4, 4.2, 6.4, 2.8
[13] C[C@H](CO)N1C[C@H](C)[C@@H](CN(C)S(=O)(=O)c2cn(C)cn2)Oc2c(NS(=O)(=O)c3cccs3)cccc2C1=O
    -6.1, -3.0, 6.1, -10.9, -18.3, 0.1, -1.6, -11.8
[14] CC(C)(C)N(NC(=O)c1ccccc1)C(=O)c1ccc(C(=O)N(NC(=O)c2ccccc2)C(C)(C)C)cc1
    -2.2, -10.2, -8.1, 8.6, -7.0, -4.9, 5.2, -3.8
[15] Fc1ccc(-c2ccnc3nc(N4CCOCC4)nn23)cc1
    7.3, 5.4, -9.4, -5.6, -13.6, -1.2, -8.9, -2.9
[16] CCOc1ccccc1N1CC(C(=O)N(Cc2nnc(-c3ccccc3Cl)o2)C2CC2)CC1=O (stereo not drawn)
    2.4, 6.2, 13.5, 8.4, -16.2, -0.4, 1.4, -3.3
[17] CC(C)c1nc(C(=O)N2CCc3c([nH]c4ccccc34)C2c2ccccn2)cs1 (stereo not drawn)
    9.8, -2.9, 23.7, 10.1, -4.4, 5.7, -4.2, 8.1
[18] CCOC(=O)C1=C(c2ccccc2)N=C2SCC(=O)N2C1c1cccc(OC)c1 (stereo not drawn)
    -2.4, nt, 8.9, 32.6, -0.6, 0.2, 8.9, -0.9
[19] CCO[C@@H]1OC(C(=O)N2CCN(Cc3ccc4c(c3)OCO4)CC2)=C[C@H](C2CC2)[C@H]1CCCO
    -6.5, 4.2, -0.5, 13.7, -7.1, 3.0, 0.3, 1.1
[20] CN(Cc1ccccc1)C(=O)COC(=O)c1ccc(=O)n(Cc2ccccc2)n1
    1.9, -3.0, -1.0, 16.3, -14.0, 17.0, 10.1, 3.0
[21] Cc1ccc(C(=O)CSc2nnc(-c3cccnc3)n2N)cc1
    -1.9, 0.8, 6.3, -7.5, -10.7, 9.9, 1.5, -9.4
[22] COc1ccc(-c2nc3nc(C)cc(C)n3n2)cc1
    11.2, -61.8, -3.2, 13.6, -0.1, -128.1, -86.7, -2.9
[23] CC(C)/C=C/C(=O)N1CCCC(N2CCN(c3ccccc3F)CC2)C1 (stereo not drawn)
    0.3, 43.2, 6.2, 4.5, -7.9, 0.5, -3.8, -1.9
[24] CC(C)(C)C(=O)N1CCN(c2ccc(NC(=O)c3ccc4c(c3)OCCO4)cc2)CC1
    -1.0, -8.4, 10.3, 3.9, -7.7, -12.7, 0.3, -2.7
[25] COCCN(C(=S)Nc1ccc(OC)cc1)C1CCN(C(C)C)CC1
    1.1, 5.8, -3.8, 16.4, 2.8, 1.6, -15.7, 23.5
[26] O=C1C(c2ccccc2)NC(=S)N1C1CCCCC1 (stereo not drawn)
    -1.3, 25.9, -2.4, -0.9, 3.4, -0.2, -18.5, 8.9
[27] O=C1OCCN1CC(=O)N1CCc2c([nH]c3ccccc23)C1c1ccccn1 (stereo not drawn)
    -0.2, 6.7, -4.1, 17.6, -5.4, 9.3, -5.8, 0.5
[28] CCS(=O)(=O)N1CCCC(C(=O)NCc2cccc(OC)c2)C1 (stereo not drawn)
    9.0, 18.1, -17.8, -1.4, 7.9, 23.6, 12.9, 1.4
[29] COc1ccccc1-c1ccc(SCC(=O)NC2CCCC2)nn1
    0.8, -5.3, 0.3, 8.0, 0.4, 11.9, -1.2, 7.1
[30] Cc1ccc(S(=O)(=O)N2CCOCC2)cc1C(=O)OCC(=O)NC1CC1
    -9.1, -8.4, 8.7, 3.9, -9.0, -5.4, 9.3, -7.2
[31] CC1(C(=O)O)CCC(C(=O)NNC(=O)c2ccccc2Cl)C1(C)C (stereo not drawn)
    7.4, 0.7, -14.4, -1.8, 0.4, -1.5, 3.0, 11.4
[32] CC(=O)c1ccccc1NC(=O)COC(=O)c1ccc2c(c1)nc(C)n2-c1ccccc1
    -5.6, nt, 16.6, nt, -11.1, -13.1, -7.3, nt
[33] O=C(Nc1sc2c(c1-c1nc3ccccc3[nH]1)CCCC2)C1CC1
    3.2, 8.7, 0.7, -1.1, -0.4, -19.6, -19.3, 3.2
[34] COc1ccc(NC(=O)NC2CC3CCCC(C2)N3Cc2ccccc2)cc1 (stereo not drawn)
    7.0, 2.0, -1.4, 42.2, 4.1, 5.7, -11.2, -3.1
[35] CC(COc1ccc(/C=C/c2ccccc2)cc1)[N+](C)(C)C (stereo not drawn)
    12.0, 8.0, 16.3, 0.6, -5.1, -39.9, 24.2, -0.3
[36] Cn1c(=O)c2c3c(sc2n2c(SCC(N)=O)nnc12)CC(C(C)(C)C)CC3 (stereo not drawn)
    8.4, 6.3, -2.5, 4.1, 2.8, 1.6, -4.9, -9.4
[37] COc1ccc(C2=NN(C(=O)CCC(=O)O)C(c3ccc(OC)c(OC)c3)C2)cc1 (stereo not drawn)
    -11.7, -10.2, -2.3, 3.3, -4.8, -17.5, -21.8, -2.6
[38] O=C(CCN1C(=O)/C(=C/c2ccccc2Cl)SC1=S)Nc1ccccn1
    -9.3, -5.5, 3.4, 7.9, 3.6, 4.8, 2.5, 3.7
[39] O=S(=O)(Nc1ccccn1)c1cc(Cl)ccc1Cl
    6.0, 2.3, -4.1, 0.8, 4.2, -5.0, -1.3, -10.3
[40] COc1ccc(C(=O)Nc2nc(-c3ccccc3)c(C(C)=O)s2)c(OC)c1
    2.5, -24.3, 9.7, 9.3, -4.9, -78.0, -62.6, 12.7

# 3 records picked at random from the list so far:
# Each structure is followed by: UBC13 polyUb, Gli-Sufu antag, Apaf1 inhib, CCR6 antagonist, SENP8 inh, 697 NFkB inh, Jurkat NFkB inh, EBI2 antag
[37] COc1ccc(C2=NN(C(=O)CCC(=O)O)C(c3ccc(OC)c(OC)c3)C2)cc1 (stereo not drawn)
    -11.7, -10.2, -2.3, 3.3, -4.8, -17.5, -21.8, -2.6
[39] O=S(=O)(Nc1ccccn1)c1cc(Cl)ccc1Cl
    6.0, 2.3, -4.1, 0.8, 4.2, -5.0, -1.3, -10.3
[38] O=C(CCN1C(=O)/C(=C/c2ccccc2Cl)SC1=S)Nc1ccccn1
    -9.3, -5.5, 3.4, 7.9, 3.6, 4.8, 2.5, 3.7

# Later entries:
no. | SMILES | UBC13 polyUb | Gli-Sufu antag | Apaf1 inhib | CCR6 antagonist | SENP8 inh | 697 NFkB inh | Jurkat NFkB inh | EBI2 antag
41 | CN(CC(=O)O/N=C(\N)c1ccc(Br)cc1)S(=O)(=O)c1ccccc1 | -0.1 | -6.0 | 17.8 | -5.3 | -14.1 | -19.4 | -5.1 | 19.2
42 | CCCN(CCC)C(=O)CCSCCC(=O)N(CCC)CCC | 5.6 | -0.9 | -0.5 | -13.9 | -0.8 | -4.4 | 10.0 | 3.2
43 | Cc1nc([N+](=O)[O-])cn1CCC#N | 3.0 | 10.9 | -12.3 | 3.0 | -1.2 | 8.8 | 14.5 | -2.8
44 | O=C(/C=C/c1cccc(F)c1)OCC(=O)c1ccc[nH]1 | 0.5 | 2.1 | -3.8 | 4.5 | -5.2 | 18.0 | 4.5 | -10.7
45 | COc1ccc(C(=O)N(C)C2CCCCC2)cc1S(=O)(=O)N1CCOCC1 | 0.6 | -8.5 | -11.8 | 7.3 | 3.2 | 21.1 | -13.5 | 11.9
46 | O=C(O)COc1ccccc1/C=N/NC(=O)c1ccc2c(c1)OCCO2 | -1.1 | 1.1 | -13.5 | 10.9 | 4.5 | 10.6 | -21.5 | -4.3
47 | Cc1ccc(S(=O)(=O)CC#CCOC(=O)c2ccc([N+](=O)[O-])cc2)cc1 | -1.3 | nt | 3.5 | nt | -0.2 | 12.9 | -7.8 | nt
48 | COc1ccc(/C=C2\CCCC3C2=NN(C(=O)CSc2ncn[nH]2)C3c2ccc(OC)cc2)cc1 (stereo not drawn) | 6.4 | -0.1 | 32.3 | 16.1 | -6.6 | 5.8 | 61.2* | 0.3
49 | COc1ccccc1C(=O)NCC(=O)NCCSc1ccc(Br)cc1 | 9.4 | 3.7 | 0.9 | 9.4 | 1.3 | 9.5 | 2.3 | 30.8
50 | O=C(O)C1CC=CCC1C(=O)N1CCN(c2nc(-c3ccccc3Cl)c3cc(Br)ccc3n2)CC1 (stereo not drawn) | -7.2 | -3.5 | 12.0 | -17.5 | 2.9 | 29.4 | 3.7 | 3.4
51 | Cc1cc(C)n(C(=O)c2ccc(S(=O)(=O)N3CCCC3)cc2)n1 | 1.5 | -1.0 | -5.7 | 1.3 | -4.0 | 27.3 | -0.8 | -0.5
52 | CC(C)(C)C(CN1CCCC1)OC(=O)c1ccccc1 (stereo not drawn) | 3.4 | 0.3 | -3.0 | 5.4 | 4.9 | 7.5 | -3.1 | -16.7
53 | CCc1ccc(OC(C)c2nnc(SCC(=O)Nc3ncccc3C)n2C)cc1 (stereo not drawn) | 8.4 | -4.1 | 2.6 | -1.2 | -4.2 | 13.7 | 16.6 | -0.9
54 | CN(C(=O)COC(=O)CCC(=O)c1ccc(F)cc1)C1CCCCC1 | -17.9 | -0.9 | 9.1 | 3.7 | -11.5 | 8.5 | -5.3 | -9.4
55 | COc1ccc(OC)c(C(=O)c2ccc(C(=O)Nc3ccc4ccccc4c3)cc2)c1 | -7.8 | -3.0 | -3.1 | 2.3 | -0.6 | -37.4 | -18.9 | 88.1*
56 | Cc1cc(C)cc(NC(=O)COC(=O)c2cc(C)oc2C)c1 | -2.6 | -3.7 | 3.0 | 7.2 | -8.2 | 0.9 | -10.1 | 3.9
57 | O=C1NC(c2cccc(Br)c2)=N/C1=C\c1ccco1 | -7.0 | -3.6 | 7.8 | 15.9 | -1.9 | -6.5 | -14.4 | 2.0
58 | CSCC[C@H](NC(=O)N1CCn2c1nc1ccccc12)C(=O)NCc1ccco1 | 8.1 | 7.1 | 5.1 | 11.1 | -0.8 | 11.1 | -7.1 | 3.1
59 | CCC(C(=O)N1CCN(C(=O)c2ccco2)CC1)c1ccccc1 (stereo not drawn) | 4.9 | 4.2 | -4.6 | 5.2 | -1.3 | 11.4 | 0.1 | -0.2
60 | CN(c1ccccc1)S(=O)(=O)c1cccc(NC(=O)c2cccc(C#N)c2)c1 | 0.3 | -5.1 | 15.1 | 10.0 | -8.2 | -2.3 | -1.5 | -30.8

# These rows are one share of the data (hit frequency here may not be typical).
